Efflux pump inh = inhibitors of Candida efflux pumps in yeast, primary screen, S. cerevisiae, Nile Red, multiplex; inhibition, % at 10 µM; S. cerevisiae Candida pump triplex; actives 0.44% (n = 330,000); AID 485275, 2010;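 active = plate passing quality check with inhibition over a set limit, or well fluorescence over plate mean plus 4 SD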;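 note: Nile Red retained in pooled yeast measured as flow cytometry median fluorescence; 0% = buffer negative control and 100% = Enniatin B positive control; higher means more Nile Red kept so more efflux inhibition; some compounds called inactive have numbers as strong as hits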
TPT1 inhibitor = Candida albicans TPT1 enzyme inhibitors, primary screen, biochemical, fluorescence polarization; inhibition, % at 5 µM; AID 1962, 2009; recombinant caTPT1, FP RNA substrate dephosphorylation; actives 0.81% (n = 300,000); tRNA 2'-phosphotransferase TPT1 (Candida albicans SC5314);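 active = inhibition above the mean of all tested compounds plus 3 SD, set per screening campaign, cut at about 24% in these data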;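 note: plate controls were DMSO alone for no effect and ferristatin control at 100 nM for full effect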
PP5 primary = PP5 phosphatase inhibitors, primary screen, biochemical, fluorescence; AID 1987, 2009; actives 0.18% (n = 320,000); Serine/threonine-protein phosphatase 5 (Homo sapiens), P53041; inhibition, % at 6.7 µM; purified PP5c, OMFP substrate fluorescence;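 active = inhibition above the campaign's mean inhibition across all tested compounds plus 3 SD, cut at about 9.5% in these data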;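 note: 0% = DMSO only and 100% = 100 µM cantharidin control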
Target sequence (P53041 whole entry, looked up): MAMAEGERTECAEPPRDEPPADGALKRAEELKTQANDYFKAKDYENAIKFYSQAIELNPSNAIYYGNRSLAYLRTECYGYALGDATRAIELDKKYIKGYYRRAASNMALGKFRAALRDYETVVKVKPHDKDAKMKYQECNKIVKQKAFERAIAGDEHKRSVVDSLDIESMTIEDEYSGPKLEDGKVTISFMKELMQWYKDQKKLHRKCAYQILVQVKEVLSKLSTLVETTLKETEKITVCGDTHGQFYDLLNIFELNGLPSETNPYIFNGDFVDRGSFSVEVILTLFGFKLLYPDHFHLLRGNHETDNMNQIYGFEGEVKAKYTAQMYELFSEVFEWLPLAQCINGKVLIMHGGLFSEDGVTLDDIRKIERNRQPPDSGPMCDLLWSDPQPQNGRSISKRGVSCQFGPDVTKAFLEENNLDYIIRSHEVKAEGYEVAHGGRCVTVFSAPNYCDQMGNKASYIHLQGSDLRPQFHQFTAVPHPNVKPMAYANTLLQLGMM
proCasp7 act = procaspase-7 activators, primary screen, counter-screen for procaspase-3 activator project, biochemical, absorbance, HTS, human; recombinant procaspase-7, Ac-DEVD-pNA absorbance 405 nm; D23A/D198A/D206A triple mutant, cannot self-cleave; scale: DMSO 0, 5 µM enzyme 100; actives 0.093% (n = 330,000); activation, % at 8.5 µM; AID 463210, 2010; Caspase-7 (Homo sapiens), P55210;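 active = percent activation above the screen-wide mean plus 3 SD, cut at about 25% in these data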
Target sequence (P55210 whole entry D23A/D198A/D206A): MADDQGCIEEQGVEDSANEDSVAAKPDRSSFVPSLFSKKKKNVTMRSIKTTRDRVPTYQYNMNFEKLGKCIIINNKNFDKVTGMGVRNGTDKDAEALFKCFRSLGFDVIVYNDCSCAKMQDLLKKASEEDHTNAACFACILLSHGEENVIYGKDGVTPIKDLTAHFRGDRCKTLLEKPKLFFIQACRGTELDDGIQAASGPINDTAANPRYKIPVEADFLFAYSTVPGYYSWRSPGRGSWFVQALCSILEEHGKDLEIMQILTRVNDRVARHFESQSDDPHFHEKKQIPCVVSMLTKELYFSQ
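System: Uncleavable procaspase-7 mutant enzyme; Amount: 2 µM procaspase-7 mutant as dispensed; Schedule: 1 h compound preincubation, 2 h substrate cleavage, 25 °C; Measured by: 405 nm absorbance of p-nitroaniline; Evaluation: percent activation from buffer-corrected 0–120 min absorbance change; Control set: low DMSO alone, high DMSO plus 5 µM PC-7.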
procasp3 activ = activators of human procaspase-3 D3A mutant, primary screen, biochemical, absorbance, PC-3 D3A mutant, single concentration | Caspase-3 (Homo sapiens), P42574 | recombinant procaspase-3 D3A, Ac-DEVD-pNA absorbance 405 nm | activation, % at 8.5 µM | actives 0.11% (n = 330,000) | AID 463141, 2010;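 active = activation above the mean of all tested compounds plus 3 SD, cut at about 21% in these data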;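 note: 0% = DMSO alone and 100% = DMSO wells spiked with extra 5 µM PC-3 D3A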
Target sequence (P42574 whole entry D9A/D28A/D175A): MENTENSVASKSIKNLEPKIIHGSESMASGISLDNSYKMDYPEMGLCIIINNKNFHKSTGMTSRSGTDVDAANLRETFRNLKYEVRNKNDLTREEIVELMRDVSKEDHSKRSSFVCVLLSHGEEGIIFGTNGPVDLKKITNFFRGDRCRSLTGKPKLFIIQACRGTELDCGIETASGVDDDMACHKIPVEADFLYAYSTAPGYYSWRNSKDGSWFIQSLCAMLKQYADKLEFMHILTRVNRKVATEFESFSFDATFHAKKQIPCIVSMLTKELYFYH
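Test system: Procaspase-3 D3A mutant; medium: Zinc-free HEPES/NaCl buffer with 0.01% Triton X-100 at pH 7.4; reagent: DEVD-pNA substrate; doses: one concentration, 8.5 µM nominal, 0.8% DMSO; times: 1 h preincubation plus 2 h reaction at 25 °C; signal: Epi-absorbance at 405 nm of released p-nitroaniline, 0 and 120 min; replicates: singlicate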
HCV core dimer = inhibitors of HCV core protein dimerization, primary screen, biochemical, TR-FRET, high-throughput; AID 1899, 2009; inhibition, % at 5 µM; TR-FRET GST/Flag-core106 dimerization, 1536-well; actives 0.33% (n = 300,000);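 active = inhibition above the mean of all tested compounds plus 3 SD, set per screening campaign, cut at about 45% in these data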
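test system = GST/Flag-tagged HCV core106 proteins | probe or stimulus = Eu donor and XL665 acceptor anti-tag antibodies | times = compound-protein-antibody incubation 4 h at 22.5 °C | signal = TR-FRET, excitation 340 nm, emission 617 and 671 nm | measure = percent inhibition of core106 dimerization signal | controls = wells lacking GST-core106 and wells with excess unlabelled core106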
CTSL1 counter = Fasciola hepatica cathepsin L1 inhibitors, primary screen, counter-screen for PFM18AAP inhibitor project, biochemical, QFRET, fluorogenic peptide substrate. recombinant F. hepatica cathepsin L1, Z-Leu-Arg-MCA fluorescence. inhibition, % at 5.96 µM. actives 0.49% (n = 300,000). AID 1906, 2009;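 active = inhibition above the mean of all tested compounds plus 3 SD, set per screening campaign, cut at about 17% in these data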;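 note: 0% = plate median of test compound wells and 100% = 1 µM Z-Phe-Ala-diazomethylketone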
GASC-1 inh = inhibitors of GASC-1 histone demethylase, primary screen, biochemical, fluorescence, DELFIA europium; AID 2099, 2009; actives 0.069% (n = 330,000); inhibition, % at 2.35 µM; GST-JMJD2C(1-420) H3K9me3 demethylation; Lysine-specific demethylase 4C (Homo sapiens), Q9H3R0;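 active = more than half of a compound's replicate wells show inhibition beyond 50%, single wells judged on their own value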;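 note: signal counts dimethyl H3K9 product captured on neutravidin plate; 0% = median of DMSO wells and 100% = 0.3 times that DMSO median; strong numbers were not always called active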
PP1 counter = PP1-alpha phosphatase inhibitors, primary screen, counter-screen for PP5 inhibitor project, biochemical, fluorescence, OMFP substrate, single point; Serine/threonine-protein phosphatase PP1-alpha catalytic subunit (Homo sapiens), P62136; purified PP1alpha; inhibition, % at 6.7 µM; actives 0.9% (n = 320,000); AID 2235, 2010;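 active = inhibition above the mean inhibition of all tested compounds plus 3 SD, computed separately for each screening campaign, cut at about 15% in these data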
The depositor's hits bear a star; x = not tested or not shown. Rows were taken by chance. Share with any hit: about 2.9%.

SMILES | Efflux pump inh | TPT1 inhibitor | PP5 primary | proCasp7 act | procasp3 activ | HCV core dimer | CTSL1 counter | GASC-1 inh | PP1 counter
COc1ccc(CCNc2ccc(C(CC(N)=O)NC(=O)c3cc(C)cc(C)c3)cc2[N+](=O)[O-])cc1 (stereo unspecified) | 0.1 | -1 | -0.3 | 9 | 16 | 1 | -1 | -11 | 1
COc1ccccc1CNC(=O)CN1C(=O)COc2ccc(S(=O)(=O)NC3CCCC3)cc21 | 0.1 | 2 | 1.2 | 2 | -4 | 2 | -1 | -2 | 1
Cn1c(N)c(C(=O)COC(=O)[C@@H]2CCCN2S(=O)(=O)c2ccc(Cl)cc2)c(=O)n(C)c1=O | 0.0 | -6 | 1.9 | 6 | -4 | -4 | -4 | -7 | -2
CCc1cc(=O)[nH]c(SCC(=O)NCC2CCCO2)n1 (stereo unspecified) | -0.1 | -6 | -0.2 | 1 | -4 | 3 | -1 | 1 | -5
CC1(C)CC(=O)C(C(N)=NC(=O)c2ccccc2)=C(O)C1 | 0.1 | 1 | -0.2 | -4 | 4 | -2 | 1 | -7 | 0
CCOc1ccc(NS(=O)(=O)c2cc(NC(=O)c3ccc(C)cc3)ccc2Cl)cc1 | -0.3 | -1 | 4.8 | 8 | 5 | 9 | -1 | 9 | -3
CC(C(=O)N1CCOCC1)N1C(=O)C2C3C=CC(C4CC34)C2C1=O (stereo unspecified) | -0.3 | -3 | 2.1 | 3 | -3 | -7 | 3 | 21 | 0
Cc1ccc(NC(=O)NC2CCCCC2)cc1Cl | 0.0 | -3 | -1.7 | -10 | -4 | -4 | 2 | 7 | -3
COc1ccc2cc3c(N)nn(C(=O)c4ccccc4[N+](=O)[O-])c3nc2c1 | 0.5 | 0 | 2.8 | -20 | -3 | -6 | 6 | 1 | 1
O=c1cc(N2CCCCC2)c(-c2ccccc2)nn1Cc1ccc(F)cc1 | -0.1 | -4 | 2.8 | 8 | -5 | 8 | 1 | -2 | 2
O=C(N1CCOCC1)N1CCN(Cc2ccccc2)CC1 | -0.1 | -4 | -0.3 | 10 | -3 | 1 | -3 | -15 | -2
O=C(O)CCc1nc2cc(C(F)(F)F)ccc2n(Cc2ccccc2)c1=O | 0.1 | 1 | -0.5 | -2 | -1 | 10 | 2 | 5 | -1
Cc1cc(=O)oc2cc(OCC(=O)NC3CCCCC3)c(Cl)cc12 | 0.1 | x | x | 5 | -5 | x | x | 1 | x
O=C(O)Cc1c(C(=O)O)[nH]c2ccc(C(=O)O)cc12 | 0.0 | -4 | -0.2 | 12 | 6 | -3 | 0 | 8 | 1
Cc1ccc(C(c2c(C)nn(-c3ccccc3)c2N)c2c(C)nn(-c3ccccc3)c2N)cc1 | 0.3 | 0 | 5.0 | 1 | 2 | 4 | 1 | -5 | 0
O=C(OCCOc1ccccc1F)c1cccc(S(=O)(=O)N2CCOCC2)c1 | 0.1 | x | 2.0 | 9 | 5 | x | x | 2 | -2
O=C(CCN1C(=O)S/C(=C\c2cccs2)C1=O)Nc1nccs1 | 0.0 | 4 | 0.2 | 5 | -1 | 4 | -1 | -1 | 1
CC(=O)NC1=NN(C(C)=O)C(c2cccc([N+](=O)[O-])c2)S1 (stereo unspecified) | -0.8 | -2 | 1.6 | 5 | 2 | -5 | -2 | 8 | 0
CCCNC(=O)Cc1ccsc1 | 0.1 | 3 | 2.1 | 9 | 3 | 0 | -4 | 5 | -4
COc1ccccc1-n1nc(C(=O)O)c2ccccc2c1=O | -0.2 | 0 | -1.6 | 1 | -10 | -4 | -3 | -1 | 0
O=C1OC(CCl)CN1Cc1c(Cl)cccc1Cl (stereo unspecified) | -0.1 | 1 | -3.2 | 8 | 6 | 3 | 1 | -4 | 0
O=C(COC(=O)/C=C/c1ccco1)Nc1ncc(C(F)(F)F)cc1Cl | 0.1 | 1 | 2.2 | 7 | -7 | 24 | -13 | 2 | 1
CCN1CCCC1CNC(=O)c1ccc2c(c1)N(Cc1cccc(Cl)c1)C(=O)c1ccccc1S2(=O)=O (stereo unspecified) | -0.1 | 1 | 2.0 | 7 | 4 | -2 | 2 | 7 | -3
CSc1ccc(CNc2ccc(C)c(C)c2)cc1 | -0.1 | 0 | 4.7 | -6 | -4 | -5 | 1 | 103 | 0
O=C(Nc1ccccc1N1CCOCC1)C1Cc2ccccc2CN1C(=O)c1ccco1 (stereo unspecified) | 0.1 | -4 | 0.6 | 5 | 1 | 39 | -1 | -20 | 1

8 of the compounds above, comma-delimited:
Molecule,Efflux pump inh,TPT1 inhibitor,PP5 primary,proCasp7 act,procasp3 activ,HCV core dimer,CTSL1 counter,GASC-1 inh,PP1 counter
COc1ccc(CCNc2ccc(C(CC(N)=O)NC(=O)c3cc(C)cc(C)c3)cc2[N+](=O)[O-])cc1 (stereo unspecified),0.1,-1,-0.3,9,16,1,-1,-11,1
COc1ccccc1CNC(=O)CN1C(=O)COc2ccc(S(=O)(=O)NC3CCCC3)cc21,0.1,2,1.2,2,-4,2,-1,-2,1
Cn1c(N)c(C(=O)COC(=O)[C@@H]2CCCN2S(=O)(=O)c2ccc(Cl)cc2)c(=O)n(C)c1=O,0.0,-6,1.9,6,-4,-4,-4,-7,-2
CCc1cc(=O)[nH]c(SCC(=O)NCC2CCCO2)n1 (stereo unspecified),-0.1,-6,-0.2,1,-4,3,-1,1,-5
CC1(C)CC(=O)C(C(N)=NC(=O)c2ccccc2)=C(O)C1,0.1,1,-0.2,-4,4,-2,1,-7,0
CCOc1ccc(NS(=O)(=O)c2cc(NC(=O)c3ccc(C)cc3)ccc2Cl)cc1,-0.3,-1,4.8,8,5,9,-1,9,-3
CC(C(=O)N1CCOCC1)N1C(=O)C2C3C=CC(C4CC34)C2C1=O (stereo unspecified),-0.3,-3,2.1,3,-3,-7,3,21,0
Cc1ccc(NC(=O)NC2CCCCC2)cc1Cl,0.0,-3,-1.7,-10,-4,-4,2,7,-3

Going on with the list.
SMILES | Efflux pump inh | TPT1 inhibitor | PP5 primary | proCasp7 act | procasp3 activ | HCV core dimer | CTSL1 counter | GASC-1 inh | PP1 counter
CC(C)c1nnc(NC(=O)CCC(=O)NC2CCCCC2)s1 | 0.0 | -3 | 2.0 | 1 | 2 | 2 | 0 | 3 | -7
O=C(Nc1ccc(Br)c(Cl)c1)c1ccco1 | 0.1 | 0 | 1.7 | 8 | -2 | -4 | -2 | 5 | -1
COc1ccc2cc3cc(C(=O)NCc4cccnc4)oc3nc2c1 | 0.0 | -3 | 3.0 | -2 | -7 | -13 | 10 | 1 | -13
Nc1nonc1-n1nnc(C(=O)N/N=C/c2ccoc2)c1CSc1ccccc1 | 0.2 | -3 | -1.8 | 5 | 3 | 6 | -6 | -2 | -2
Cc1nc(-c2ccccc2)cc(-c2ccccc2)n1 | 0.0 | -2 | 0.0 | 0 | -5 | 0 | 0 | 3 | 4
CCOC(=O)CSc1nc2c(cnn2-c2ccc(C)cc2)c(=O)[nH]1 | 0.0 | 0 | -0.2 | 3 | 6 | 2 | 2 | 16 | 1
Cc1ccc(S(=O)(=O)Cc2ccc(C(=O)N3CCC(C)CC3)cc2)cc1 | 0.1 | -2 | 1.0 | 5 | 2 | 8 | 0 | -2 | -1
O=C(Nc1nnc(SCc2ccccc2Cl)s1)C1COc2ccccc2O1 (stereo unspecified) | -0.1 | -2 | 0.3 | 7 | 11 | 12 | 3 | 2 | 2
NC(=S)Nc1cccc2[nH]ccc12 | -0.2 | -5 | -2.6 | -6 | -5 | 12 | 0 | 2 | -3
Nc1c(N(Cc2ccco2)C(=O)c2cccc(Cl)c2)c(=O)[nH]c(=O)n1Cc1ccccc1 | 0.1 | x | 1.7 | -4 | 6 | x | x | -4 | 5
Cc1ccccc1-n1ncc(C(C)NC(=O)c2ccco2)c1C (stereo unspecified) | -0.1 | -2 | -1.8 | -3 | -1 | 3 | 7 | 0 | -4
O=C(Nc1nc(-c2cccs2)c(-c2ccccc2)s1)c1ccco1 | 0.0 | -1 | 3.1 | 2 | -5 | -39 | 3 | 3 | -1
Cc1nc2ccc(NC(=S)N3CCOCC3)cc2nc1C | 0.2 | -5 | -2.1 | 2 | -3 | -1 | 1 | 5 | -1
COc1cccc(/C=N/NC(=O)c2cc3c(OC)cccc3[nH]2)c1OC | -0.3 | -2 | 0.4 | 0 | -4 | 3 | 4 | -13 | -3
Cc1cc(C)c2ccc(Cl)cc2n1 | 0.0 | -1 | -0.4 | 2 | 1 | -1 | 3 | 1 | -3
O=C(O)c1ccc(NS(=O)(=O)c2ccc3nnn(O)c3c2)cc1 | 0.1 | -6 | -3.5 | 2 | -4 | -5 | -6 | 0 | 9
Nc1ccc(SC(F)(F)F)cc1C(=O)c1ccccc1 | -0.4 | -10 | 6.5 | 9 | 7 | 0 | -1 | -5 | 1
COc1ccc(C(c2sc3ncnn3c2O)N2CC(C)OC(C)C2)cc1OC (stereo unspecified) | -0.1 | 0 | 0.7 | 11 | -3 | 11 | -1 | -2 | 1
CC(=O)NC12CC3CC(CC(CC(=O)O)(C3)C1)C2 | -0.1 | -4 | 3.2 | 11 | 7 | -5 | -4 | 5 | 4
COCCn1c(=S)[nH]c2sc3c(c2c1=O)CCCC3 | 1.1* | -1 | -5.1 | -25 | -12 | -9 | -3 | -34 | -4
O=C(CN(C(=O)CCC(=O)Nc1ccccn1)c1ccc(F)cc1)NCc1ccco1 | -0.2 | 1 | 4.3 | -1 | -2 | 0 | -3 | 3 | 0
CCOC(=O)Cc1c(C)nc(N)[nH]c1=O | 0.1 | 0 | 2.1 | -5 | 4 | 0 | 0 | -3 | 0

Two neighbouring compounds out of the list so far:
SMILES | Efflux pump inh | TPT1 inhibitor | PP5 primary | proCasp7 act | procasp3 activ | HCV core dimer | CTSL1 counter | GASC-1 inh | PP1 counter
CC(C)c1nnc(NC(=O)CCC(=O)NC2CCCCC2)s1 | 0.0 | -3 | 2.0 | 1 | 2 | 2 | 0 | 3 | -7
O=C(Nc1ccc(Br)c(Cl)c1)c1ccco1 | 0.1 | 0 | 1.7 | 8 | -2 | -4 | -2 | 5 | -1
